# High-throughput results from PubChem BioAssay.
# KCNQ2 inh = KCNQ2 potassium channel inhibitors, primary screen, cell-based, CHO-K1, FluxOR thallium flux, B-score (AID 2156). hit rate 1.1% among 310,000. 20 min; active compounds read low. B-score at 10 µM;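 active means fluorescence ratio B-score at most minus 3 library SDs, with starting brightness B-score within 2 library SDs, cut at about -5.5 in these data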
# Kir21 block = Kir2.1 (mouse) channel inhibition | P35561 | HEK293-Kir2.1, FluxOR thallium flux fluorescence; active compounds read low | B-score at 10 µM | hit rate 0.85% among 310,000 | AID 1672;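 active means fluorescence ratio B-score at or below minus 3 SD of library scores, with starting-brightness B-score within 2 SD, cut at about -4.2 in these data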;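 further: channel flux triggered by added potassium and thallium sulfate stimulus; B-score of peak minus minimum fluorescence over baseline after thallium stimulus; more negative B-score means stronger Kir2.1 block with less thallium influx; some compounds called inactive have numbers as strong as hits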
# Target sequence (P35561 whole entry, looked up): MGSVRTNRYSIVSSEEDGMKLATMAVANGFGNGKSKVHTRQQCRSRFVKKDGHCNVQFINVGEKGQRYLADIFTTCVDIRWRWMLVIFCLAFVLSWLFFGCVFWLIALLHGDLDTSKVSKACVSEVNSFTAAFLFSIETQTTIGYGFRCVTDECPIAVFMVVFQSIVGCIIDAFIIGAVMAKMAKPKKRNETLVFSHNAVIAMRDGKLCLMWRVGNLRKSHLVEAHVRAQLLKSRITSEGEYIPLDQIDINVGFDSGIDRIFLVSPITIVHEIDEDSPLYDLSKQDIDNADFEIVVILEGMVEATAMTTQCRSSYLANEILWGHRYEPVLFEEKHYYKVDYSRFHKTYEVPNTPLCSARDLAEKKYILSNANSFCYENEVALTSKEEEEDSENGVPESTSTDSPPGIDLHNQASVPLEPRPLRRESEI
# An asterisk follows results filed as active; i = inactive.
KCNQ2 inh,Kir21 block,smiles
i,0.28,O=C(COc1ccc(S(=O)(=O)NC2CCCC2)cc1)NCC1CCCO1 (stereo not given)
i,-0.76,CN(CC(=O)Nc1ccc(N2CCOCC2)cc1)C(=O)c1cccc(Cl)c1Cl
i,-0.06,CN1CCN(C(=O)C2=C[C@H](c3coc4ccccc4c3=O)C[C@H](OCCCCO)O2)CC1
i,-1.5,O=C(CN1CCN(Cc2ccc(F)cc2)C1=O)NC1CCCC1
i,-2.3,CCOC(=O)C1=C(C(F)(F)F)Nc2ncnn2C1c1cc(OC)c(OC)cc1OC (stereo not given)
i,0.04,O=C(NCc1ccccc1)C12CC3CC(CC(Br)(C3)C1)C2
i,-1.6,Cc1ccc(C(=O)CSc2nc(N)cc(=O)[nH]2)cc1C
i,0.13,COc1ccccc1N(CC(=O)NCCN1CCOCC1)S(=O)(=O)c1ccccc1
i,0.88,COc1ccc(N(C(=O)c2cnccn2)C(C(=O)NC2CCCCC2)c2ccccc2)cc1 (stereo not given)
i,0.95,O=C(Nc1cccc(NC(=O)c2ccco2)c1)c1ccc([N+](=O)[O-])cc1
i,0.27,O=C(O)c1cccc([N+](=O)[O-])c1C(=O)Nc1nc2ccccc2s1
i,-2.8,Cc1ccc(/C=C/c2nc3ccccc3s2)s1
i,-0.77,COC(=O)[C@H](CCSC)NC(=O)N1CCN(Cc2ccccc2)CC1
i,-4.6*,CCn1c(SCc2ccc(C#N)cc2)nnc1-c1cccc(Cl)c1
i,-0.91,COc1ccc(C2=NN(C(=O)CCC(=O)O)C(c3ccc(Br)cc3)C2)cc1 (stereo not given)
i,-1.6,Cc1nc(C)c(C(=O)N2CCCC(CCC(=O)NCc3ccc(F)c(F)c3)C2)s1 (stereo not given)
i,1.2,O=c1c2cc(NC(=S)N3CCC(N4CCCCC4)CC3)ccc2nc2n1CCCCC2
i,-1.6,O=C(Nc1ccc(F)cc1)c1cc2c(s1)CCCC2
i,1.8,Cn1nc([N+](=O)[O-])nc1Sc1nnnn1-c1cccc(C(=O)O)c1
i,-2.2,O=S(=O)(c1cccnc1)N1CCn2cccc2C1c1ccccc1F (stereo not given)
i,-0.13,COC(=O)c1csc(S(=O)(=O)N2CCOCC2)c1OC
i,0.11,CCCCn1c(N)c(N(CC(C)C)C(=O)CCCc2nc3ccccc3s2)c(=O)[nH]c1=O
i,-0.03,O=C(C1Cc2ccccc2CN1S(=O)(=O)c1ccc(F)cc1)N1CCCCCC1 (stereo not given)
i,0.31,CCOc1ccc2c(c1)C(=O)c1cc(OCC(=O)O)ccc1-2
i,1,O=C(C1=C(O)C(=O)N(CC2CCCO2)C1c1cccnc1)c1ccco1 (stereo not given)
i,0.16,CNC(=S)NNC(=O)c1oc2nc(-c3ccccc3)cc(C)c2c1N
i,0.82,O=C(CN(C(=O)c1ccccc1)N1C(=O)CCC1=O)c1cccs1
i,-0.97,Cc1nc(N2CCCCC2C)c2c(C)c(C(=O)Nc3ccccc3C(F)(F)F)sc2n1 (stereo not given)
i,-0.97,CCOC(=O)CN1C(=O)C(CC)Oc2ccccc21 (stereo not given)
i,-0.52,COc1cc2[nH]cc(C(=O)NCc3cccs3)c(=O)c2cc1OC
i,0.02,CC(=O)N/C(=C\c1ccccc1)C(=O)OCCCOC(=O)/C(=C/c1ccccc1)NC(C)=O
i,-0.28,O=C(CCc1nnc(CCCc2ccccc2)o1)NCCN1CCOC1=O
i,0.64,CC1CCN(C(=O)CCNC(=O)c2ccccc2Cl)CC1
i,-1.1,CCc1ccccc1NC(=O)Cn1ccn(-c2ccc(OC)cc2)c(=O)c1=O
i,0.95,CCOc1ccc(S(=O)(=O)N2CCN(C(=S)NC3CC3)CC2)cc1
i,-1,CCOC(=O)c1c(C)oc2c(CN3CCN(C)CC3)c(Br)c(OC)c(O)c12
i,-0.82,O=C(O)CNS(=O)(=O)c1c(Cl)cccc1Cl
i,-2.9,COC(=O)CN(c1ccccn1)S(=O)(=O)c1ccccc1
i,-0.8,Cc1ccc(C(=O)NC(C)c2ccc(-n3ccnc3)cc2)cc1S(=O)(=O)N1CCOCC1 (stereo not given)
i,0.67,O=C(CCCCCCC(=O)NCc1ccccc1)NCc1ccccc1

# Entries listed so far that contain a furan ring, fused or not, in the order listed:
KCNQ2 inh,Kir21 block,smiles
i,0.95,O=C(Nc1cccc(NC(=O)c2ccco2)c1)c1ccc([N+](=O)[O-])cc1
i,1,O=C(C1=C(O)C(=O)N(CC2CCCO2)C1c1cccnc1)c1ccco1 (stereo not given)
i,0.16,CNC(=S)NNC(=O)c1oc2nc(-c3ccccc3)cc(C)c2c1N
i,-1,CCOC(=O)c1c(C)oc2c(CN3CCN(C)CC3)c(Br)c(OC)c(O)c12

# (continued)
KCNQ2 inh,Kir21 block,smiles
i,-0.44,O=C(c1ccc(Cl)cc1)N1CCOc2ccccc21
i,-0.2,CCN1CCN(C(=S)Nc2ccc(Cl)c(Cl)c2)CC1
i,0.79,O=C(O)CCc1ccc(-c2ccc(Cl)cc2)n1CC(=O)Nc1ccccc1
i,-0.8,Cc1cc(-c2ccc(C)c(S(=O)(=O)NCCC(C)N3CCCCCC3)c2)on1 (stereo not given)
i,2,CC(=O)N1c2ccc(S(=O)(=O)N3CCCC3)cc2CC1C(=O)NCc1ccc(N(C)C)cc1 (stereo not given)
i,-1.9,COc1ccccc1/C=C/C=N/NC(=O)c1cnccn1
i,-0.18,NS(=O)(=O)c1ccc(CCNC(=O)c2cc(-c3cccs3)nc3ccccc23)cc1
i,-1.6,CCCNC(=O)COc1coc(CN2CCN(C(=O)c3ccco3)CC2)cc1=O
i,0.51,CCn1c(=S)sc2c(=O)n(CC(=O)Nc3cccc(OC)c3)c(C)nc21
i,1.4,CCCSCCCNC(=O)c1ccc(C)c(NC(=O)C2=C(C)OCCS2)c1
i,0.15,COc1ccc(C(CC(=O)NC(C)c2ccc(-c3ccccc3)cc2)NC(C)=O)cc1 (stereo not given)
i,0.7,O=C(NCCN1CCOCC1)c1ccc(=O)n(Cc2ccc(Cl)cc2)c1
i,-1.7,CCOC(=O)Nc1oc2ccccc2c(=O)c1CN1CCOCC1
-7.3*,-0.03,Cc1cccc(N2CCN(C(=O)C34CC5CC(CC(C5)C3)C4)CC2)c1C
i,1.8,CC(C)CCSc1nc2[nH]ncc2c(=O)[nH]1
i,0.04,CCOc1ccccc1NC(=O)C1CC(=O)n2ncnc2N1 (stereo not given)
-6.8*,0.8,Cc1ccc(NC(=O)C(NC2CCCC2)c2ccccc2)cc1Cl (stereo not given)
i,-0.11,C[C@H](NC(=O)Nc1cccc(C(F)(F)F)c1)C(=O)O
i,0.02,Cc1ccc(S(=O)(=O)Nc2cc(=O)[nH]c(SCC(=O)Nc3ccccc3C(F)(F)F)n2)cc1
i,1.1,COC(=O)C(C)N=Cc1ccccc1 (stereo not given)
i,-0.68,CCO/C=C1/C(=O)N(c2ccc(OC)cc2)C(=O)c2ccccc21
i,-0.17,Cc1nc(NCCc2ccccc2)c2oc3ccccc3c2n1
i,0.04,O=C(Nc1nnc(Cc2ccc(Cl)cc2)s1)c1cccs1
i,-1.6,O=S(=O)(Cc1ccccc1)Oc1ccccc1
i,-0.79,O=C(O)c1ccc(N2CC3CC(C2)c2cccc(=O)n2C3)c(NC(=S)Nc2ccc(Br)cc2)c1 (stereo not given)
i,-1,CC(C)C(=O)Nc1ncc(Cc2ccc(Cl)cc2)s1
i,2.3,Cc1cc(C(F)F)n2ncc(C(=O)NC3CCCCCC3)c2n1
i,-0.27,O=C(O)c1cccc(-n2cccc2/C=C/[N+](=O)[O-])c1
i,0.13,CCOC(=O)C1=C(C)NC2=C(C(=O)CC(c3cccs3)C2)C1c1cccs1 (stereo not given)
i,1.1,CCCCC1(CC)C(=O)NC(=O)NC1=Nc1ccc(OC)cc1 (stereo not given)

# Look-ups from the results shown:
# Value of Cc1nc(NCCc2ccccc2)c2oc3ccccc3c2n1 in Kir21 block: -0.17
# Value of O=C(O)c1ccc(N2CC3CC(C2)c2cccc(=O)n2C3)c(NC(=S)Nc2ccc(Br)cc2)c1 (stereo not given) in Kir21 block: -0.79

# Further structures
KCNQ2 inh,Kir21 block,smiles
i,-0.46,Cc1nc2sccn2c(=O)c1S(=O)(=O)NCC(C)c1ccccc1 (stereo not given)
i,-0.18,Clc1ccc(C2=NN(c3ccccc3)C(c3ccco3)C2)cc1 (stereo not given)
i,0.32,Nc1nonc1C(=O)NCCN=Cc1cc(Cc2ccccc2)cc(Br)c1O
i,1.1,COc1cc(NC(=O)NCC2CCN(Cc3ccccc3F)CC2)cc(OC)c1
i,0.03,CCOC(=O)c1ccc(S(=O)(=O)N2CCN(S(=O)(=O)CC)CC2)cc1
i,-0.64,COc1ccc2[nH]c3c(=O)n4c(nc3c2c1)SCCC4
i,-0.92,O=C(Cn1c(=O)c(=O)n(Cc2ccccc2)c2ccc(Cl)cc21)Nc1cc(F)ccc1F
i,0.48,COc1ccc(CNCc2ccncc2)cc1OC
i,-0.52,CCn1c(=O)c([N+](=O)[O-])c(NCC2CCCO2)c2ccccc21 (stereo not given)
i,2.7,Cn1cc(S(=O)(=O)NC2CCCCC2)c(=O)n(C)c1=O
i,0.56,COc1ccccc1C(=O)NNc1ncc(C)s1
i,-1.2,Cc1ccc(-c2oc3ncnc(N)c3c2-c2ccc(C)cc2)cc1
i,-0.53,CCCS(=O)(=O)c1nc(S(=O)(=O)c2ccc(C)cc2)c(N2CCC(C)CC2)s1
i,-9,Nc1nnnn1/N=C/c1cc(Cl)cc(Cl)c1O
i,-1.3,Cc1cc(C(=S)N2CCOCC2)c(C)n1-c1ccc(Cl)cc1
i,-2.3,O=C(Nc1c(C(=O)c2ccccc2)oc2ccccc12)c1cc(-c2ccccc2O)n[nH]1
i,1.2,O=C(CCc1c[nH]c2ccccc12)NCC1CCCO1 (stereo not given)
i,2.2,CCCCNc1ccc(C(CC(N)=O)NC(=O)Cc2cccc3ccccc23)cc1[N+](=O)[O-] (stereo not given)
i,1.2,CCOC(=O)c1c(C)c(C(=O)NCc2ccccc2OC)c(C)n1C
i,-4.1,COc1ccc(-n2cc(CNC3CCOCC3)c(-c3cccc(F)c3)n2)cc1
i,0.56,O=C(Cn1cnc2c(nnn2Cc2ccc(Cl)cc2)c1=O)NC1CCCC1
i,-2.5,Cn1nc([N+](=O)[O-])nc1Sc1ccc(C(C)(C)C)cc1
i,0.37,Cc1ccc(CNC(=O)CSc2ncn[nH]2)cc1
i,-1.1,COc1ccc(NC(=O)Nc2nnc(C(C)C)s2)cc1
i,-0.15,Cc1cc(C(=O)Nc2nccs2)c2cc(F)ccc2n1
i,0.38,CN(CC1CCN(CCc2cccc(C(F)(F)F)c2)CC1)C(=O)c1ccccc1
i,2.5,COc1cc([N+](=O)[O-])ccc1NC(=O)Nc1ccc(C(=O)N2CCCC2)cc1
i,0.44,COc1ccc(NC(=O)COC(=O)CC2CC3CCC2C3)c([N+](=O)[O-])c1 (stereo not given)
i,0.09,COC(=O)N1CCN(c2ccc(C)cc2)C(C)C1 (stereo not given)
i,2,Cc1ccc(S(=O)(=O)CCC#N)cc1

# Printed as active in KCNQ2 inh, among the entries above:
KCNQ2 inh,Kir21 block,smiles
-7.3*,-0.03,Cc1cccc(N2CCN(C(=O)C34CC5CC(CC(C5)C3)C4)CC2)c1C
-6.8*,0.8,Cc1ccc(NC(=O)C(NC2CCCC2)c2ccccc2)cc1Cl (stereo not given)

# Some of the entries so far, in CSV form.
compound,KCNQ2 inh,Kir21 block
O=C(Cn1cnc2c(nnn2Cc2ccc(Cl)cc2)c1=O)NC1CCCC1,i,0.56
Cn1nc([N+](=O)[O-])nc1Sc1ccc(C(C)(C)C)cc1,i,-2.5
Cc1ccc(CNC(=O)CSc2ncn[nH]2)cc1,i,0.37
COc1ccc(NC(=O)Nc2nnc(C(C)C)s2)cc1,i,-1.1

# Next section:
KCNQ2 inh,Kir21 block,smiles
i,0.9,Cc1ccc(N2C(=O)N3[C@H](c4ccc(F)cc4)[C@@H]4C(=O)N(C5CCCCC5)C(=O)[C@@H]4[C@]3(C)C2=O)cc1
i,0.53,COc1ccc(-c2cc3nc4ccccc4n3c(N)c2C#N)cc1
i,-1,CCOc1ccc(CCNC(=O)CCCn2c(=O)c3cccn3c3cccnc32)cc1OCC
i,-0.38,CC(=O)c1cc(C)ccc1OC(=O)c1cccnc1
i,1.6,Cc1ccc(N2C(=O)Nc3ccc(Br)cc3C2(O)C(=O)NCCCN(C)C)cc1C (stereo not given)
i,0.96,CCOC(=O)COc1ccc2c3c(c(=O)oc2c1)CCCC3
i,0.05,CCCCCC(=O)N/N=C/c1ccccc1[N+](=O)[O-]
i,0.77,CC(C)CNS(=O)(=O)c1ccc2c(c1)OCCO2
i,-0.41,O=C(CSc1nc2ccccc2s1)Nc1ccc(C(=O)O)cc1
i,-1.3,COc1ccc(CCNC(=O)CN2CCOc3ccccc32)cc1OC
i,1.2,CCn1c(COc2ccc(=O)n(-c3ccccc3)n2)n[nH]c1=S
i,-0.84,O=C(N/N=C/c1cc2c(c([N+](=O)[O-])c1)OCO2)c1ccncc1
i,-5.4*,COc1ccc(CN2CCC(C(=O)Nc3ccc(Oc4cccnc4)cc3)CC2)cc1
i,-0.42,CN(C(=O)c1ccccc1NC(=O)C(F)(F)F)c1ccccc1
i,1.2,O=C(COc1c(F)c(F)c(C(F)(F)F)c(F)c1F)Nc1ccc(N2CCOCC2)c(Cl)c1
i,0.02,CCc1ccc(NC(=O)C2CCCN(S(=O)(=O)c3cccs3)C2)cc1 (stereo not given)
i,-1.4,CCC(C)(C)C1CCC2(CC1)NC(=O)N(CC(=O)Nc1nc(-c3ccc(C)cc3)cs1)C2=O (stereo not given)
i,-0.98,CCOC(=O)CN1C(=O)NC2NC(=O)NC21 (stereo not given)
i,-0.8,COCCNCCOCCOc1cccc(OC)c1
i,-0.59,O=C(NC1CCCCC1)c1cc(-c2ccc(O)cc2)on1
